Assay outcomes: PubChem BioAssay, National Center for Advancing Translational Sciences (NCATS)
Glioma ERSR ind = inducers of ER stress response in human glioma cells. U87-MG GRP78 promoter luciferase reporter, 16 h. Potency, µM, for inactives: at the highest dose activation, actives largely listed as activators. 0.02% of 420,000 active; active means well fitted activation curve with a large enough effect; inconclusive means small, poorly fitted or top-dose-only effect; inactive means no such curve, though single readings can be large or run the other way; further: series mostly up to about 76 µM; % of control where 0% means no effect; nearly all actives have a fitted effect of over 35% in size
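Stably transfected U87-MG glioma cells carrying a GRP78-based luciferase sensor; 16 h compound incubation. Luminescence end-point read 10 min after Bright-Glo addition at room temperature.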
Numbers without * were called inactive; ? = inconclusive; & = joins results of further samples. Potency means the concentration at half of the fitted maximal effect. Some of the compounds tested. The share of hits here may be higher or lower than overall.

SMILES | Glioma ERSR ind
CC(=O)OC1CC[C@@]2(C)C3CC[C@@]4(C)C(CC5O[C@@]6(CCC(C)CO6)C(C)C54)C3CC[C@@H]2C1 (stereo partly drawn) | -4.4%
CCCN(C/C=C\I)[C@@H]1CCc2cccc(O)c2C1 | -0.4%
Cc1cccc2c(Nc3ccc4c(c3)OCO4)nc(CN3CCC(N4CCCCC4)CC3)nc12 | -0.8%
CN1CC[C@@]2(CCCN(C(=O)c3cc(C(F)(F)F)cc(C(F)(F)F)c3)C2)C1 | -4.4%
CC1CC2(C)Oc3ccccc3C3OCC1(COC(=O)Nc1ccccc1)C(C)C32 (stereo not drawn) | -5.1%
CC(C)OC(C)C | 1.0%
COC(=O)N1CCC[C@@]2(CCN(C(=O)Nc3cccc(C#N)c3)C2)C1 | -3.3%
COc1cc2nc(N3CCCC(O)C3)c(CNCc3ccccc3F)cc2c(OC)c1OC (stereo not drawn) | -3.1%
C[C@H]1C[C@]2(O[C@@H]2C)C(=O)O[C@@H]2CCN(C)C/C=C(/COC(=O)[C@]1(C)O)C2=O | 0.0%
CC(=O)c1ccccc1-c1ccc2c(c1)CC(CNC(=O)C[C@@H]1C[C@@H](C)NC(=S)N1)O2 (stereo partly drawn) | 4.3%
COc1cc(-c2ccc(Cl)cn2)cc2c1OCCN(C(=O)c1ccccc1-n1cccn1)C2 | -5.5%
COC(=O)C1=C(C)N(Cc2ccccc2)[C@]23O[C@](C(=O)OC)(C(=O)N2C1c1ccccc1)C1C(=O)N(c2ccccc2)C(=O)C13 (stereo partly drawn) | -3.0%&-2.7%
CN(C)C(=O)c1ccc(-c2cncnc2-n2ccnc2)cc1 | 1.6%
COC(=O)C1CCCCN1Cc1ccc2c(c1)CN(Cc1cnn(-c3ccccc3)c1)CCO2 (stereo not drawn) | -7.9%
CCO[C@H]1O[C@@H]([C@H](COCc2ccccc2)OCc2ccccc2)[C@@H](OCc2ccccc2)[C@H]1O | -5.0%
Cc1nc2cnc(N3CCN(C)CC3)nc2n(CCc2ccccc2)c1=O | -4.1%
COC(=O)[C@@H]1CC[C@H](C)[C@@H](c2ccc(C)cc2)N1C(=O)c1ccc(/C=N\OC[C@@H](C)[C@H](OCc2ccccc2)C(C)C)cc1 | -2.0%
CC(NC(=O)c1ccco1)c1nnc2n1CCN(Cc1ccc(N(C)C)cc1)CC2 (stereo not drawn) | -1.0%
C[C@@](Cc1ccccc1)(NC(=O)CN)c1ccccc1 | -4.6%
O=C(c1cc(C(F)(F)F)cc(C(F)(F)F)c1)N1CCC[C@@]2(CCN(Cc3nccs3)C2)C1 | -4.5%
CNC1C(O)C(O[C@H]2C(O)[C@@H](OC3OC(CN)=CCC3N)[C@H](N)C[C@@H]2N)OC[C@]1(C)O (stereo partly drawn) | -5.6%
COc1cc(CNc2nc(C)c(-c3ccn(CC4CCCN(C)C4)n3)s2)ccc1F (stereo not drawn) | -0.9%
O=c1cnc2cnc(Oc3cccc(Cl)c3)nc2n1CCc1ccccc1 | -2.3%
CCCCCC(=O)/C=C/C=C\CCCCCCCC(=O)O | -1.6%
CCNc1ncc2nc(-c3cn(C)c4ccccc34)c(=O)n(-c3ccccc3)c2n1 | -0.1%

Single entries from the list:
CCCCCC(=O)/C=C/C=C\CCCCCCCC(=O)O in Glioma ERSR ind: -1.6%
COC(=O)C1CCCCN1Cc1ccc2c(c1)CN(Cc1cnn(-c3ccccc3)c1)CCO2 (stereo not drawn) in Glioma ERSR ind: -7.9%
COC(=O)[C@@H]1CC[C@H](C)[C@@H](c2ccc(C)cc2)N1C(=O)c1ccc(/C=N\OC[C@@H](C)[C@H](OCc2ccccc2)C(C)C)cc1 in Glioma ERSR ind: -2.0%

Remaining list, next part:
SMILES | Glioma ERSR ind
CC(C)(C)CC(C)(C)c1ccc(O)c(-n2nc3ccccc3n2)c1 | -5.0%
CCNc1ncc2nc(-c3cn(C)c4ccccc34)c(=O)n(-c3ccc(OC)cc3)c2n1 | -2.0%
CCNc1ncc2nc(-c3ccc(Cl)cc3)c(=O)n(C3CC3)c2n1 | -0.3%
CN(Cc1ccco1)c1ncncc1-c1ccc2c(c1)OCO2 | -4.3%
COc1cccc(CNC(=O)c2cnn(-c3ncc4c(n3)-c3ccccc3CCC4)c2C)c1OC | 0.2%
Cc1ncc2c(c1CNC(=O)c1cncs1)CCN(C(=O)c1ccsc1)C2 | -5.2%
O=C1N=C(O)CN1/N=C\c1ccc(-c2ccc([N+](=O)[O-])cc2)o1 | -4.6%&-2.8%
O=c1c(-c2ccc(F)cc2)nc2cncnc2n1Cc1ccccc1 | 9.6%
CN(C)CC(C)(O)c1ccc2c(c1)CN(Cc1cccn1-c1ncccn1)CCO2 (stereo not drawn) | -2.6%
NC(N)=Nc1ccc(Cl)cc1 | -4.3%
Cc1cnc(CNc2nc(-c3ccc(C(=O)N(C)C)cc3)nc3ccccc23)cn1 | 1.6%
CC(C(=O)O)c1ccc(/C=C2\CCCCC2=O)cc1 (stereo not drawn) | -1.6%
COc1ccc2[nH]cc(CCNc3nc(-c4ccoc4)nc4ccccc34)c2c1 | -1.1%
COc1ccc2c(c1)CCC1C2CC[C@@]2(C)C1CC[C@@H]2NCCCCCCN1C(=O)CCC1=O (stereo partly drawn) | -6.6%
c1cncc(CNc2ncncc2-c2cccnc2)c1 | -6.6%
N#CCCn1c(=O)c(CCc2ccccc2)nc2cnc(Oc3ccccc3)nc21 | -4.4%
Cc1c(C(=O)NCCCc2ccncc2)cnn1-c1ncc2c(n1)-c1ccccc1CC2 | -0.6%
Cc1ccccc1-c1ccc2ncnc(NC3CC3)c2c1 | 0.5%
O=c1cnc2cnc(Oc3cccc(Cl)c3)nc2n1C[C@H]1CCCO1 | -2.5%
Cn1c(SCC2CCCO2)nnc1C1CCN(Cc2ccccc2O)CC1 (stereo not drawn) | -2.1%
N#Cc1ccc(NCCNCC(=O)N2N=CCC2C#N)nc1 (stereo not drawn) | -0.8%
O=C(c1cc(C(F)(F)F)cc(C(F)(F)F)c1)N1CCC2(CC1)CN(c1ccncc1)C2 | -2.6%
O=C(Oc1ccccc1)N1CCC2(CCCN(c3ccccn3)C2)CC1 | -3.5%
O=C(Nc1cc(NC(=O)c2ccccc2)c(C(=O)O)cc1C(=O)O)c1ccccc1 | 3.0%
CCNc1ncc2nc(CCc3ccccc3)c(=O)n(C)c2n1 | -2.2%
SMILES | Glioma ERSR ind
CC(C)C[C@H](NC(=O)[C@H](C)NC(=O)CNC(=O)[C@H](CCCCN)NC(=O)[C@H](CCCN=C(N)N)NC(=O)[C@H](C)NC(=O)[C@H](Cc1ccccc1)NC(=O)[C@@H](N)CCCN=C(N)N)C(=O)N[C@@H](CCCN=C(N)N)C(=O)N[C@@H](CCC(N)=O)C(=O)N[C@@H](CCCCN)C(=O)N[C@@H](CC(N)=O)C(=O)N[C@H](C(N)=O)C(C)C | -0.8%
Cc1ncc(CO)c(CN)c1O | -1.7%
COc1ncc2ncc(=O)n(C3CC3)c2n1 | -4.5%
CCC1C(=O)NCCN1Cc1ccc2c(c1)CN(Cc1ccc(OC)c(OC)c1)CCO2 (stereo not drawn) | -4.3%
C#C[C@@]1(O)CC[C@@H]2[C@H]3CCC4=C/C(=N\O)CC[C@H]4[C@@H]3CC[C@]21CC | -1.7%
COc1ccc(OC)c(CN2CCCC(n3cc(C(=O)N4CCCCC4)nn3)C2)c1 (stereo not drawn) | -0.7%
O=C(c1ccncc1)N1CCC[C@@]2(CCN(c3ncccn3)C2)C1 | -2.6%
Clc1ccc(-c2nc3sccn3c2/C=N/OCc2ccc(Cl)c(Cl)c2)cc1 | 3.3%&-2.3%&-3.0%
CC[C@H](C)[C@H](NC(=O)[C@H](Cc1ccc(O)cc1)NC(=O)[C@@H](NC(=O)[C@H](CCCN=C(N)N)NC(=O)[C@@H](N)CC(=O)O)C(C)C)C(=O)N[C@@H](Cc1cnc[nH]1)C(=O)N1CCC[C@H]1C(=O)N[C@@H](Cc1ccccc1)C(=O)N[C@@H](Cc1cnc[nH]1)C(=O)N[C@@H](CC(C)C)C(=O)O | 1.6%
CC(C)(C)C(=O)C(Oc1ccc(Cl)cc1)n1ccnc1 (stereo not drawn) | -4.5%
Cc1cnc(CNc2ncnc3ccc(-c4ccccc4CN(C)C)cc23)cn1 | -4.3%
COc1ccc2c3c([nH]c2c1)[C@@H]1C[C@@H]2[C@@H](C[C@H](O)[C@H](OC)[C@H]2C(=O)O)CN1CC3 | -2.0%
CCN1C(C)=C(C(=O)OC)C(c2ccccc2)N2C(=O)[C@](O)(C(=O)OC)C(c3ccccc3)C(C(=O)c3ccccc3)=C12 (stereo partly drawn) | -4.6%
COc1ccc(CCC(=O)c2c(O)cc(OC3OC(CO)C(O)C(O)C3O[C@@H]3OC(C)C(O)C(O)C3O)cc2O)cc1O (stereo partly drawn) | -1.2%
c1ccc(Nc2ncncc2-c2ccoc2)cc1 | -2.0%
CC(C)C1=CC2=CC[C@@H]3[C@](C)(CCC[C@@]3(C)C(=O)O)[C@H]2CC1 | -0.6%
COc1cccc(Nc2ncc3nc(C)c(=O)n(Cc4cccs4)c3n2)c1 | -3.5%
COC(=O)C1=C(C)NC(C)=C(C(=O)OCCSc2ccccc2)C1C (stereo not drawn) | -1.7%&-3.5%
COc1ccccc1CN1CC[C@@]2(CCCN(C(=O)c3c(C)noc3C)C2)C1 | -3.1%
COc1cccc(CN2CCC3(CC2)c2ccccc2[C@@H](NC(=O)c2ccccc2OC)[C@@H]3O)c1 | -2.9%
CC(O)(COc1ccccc1)c1ccc2c(c1)CN(Cc1ccc3nsnc3c1)CCO2 (stereo not drawn) | -3.3%
Fc1ccc(N2CCN(Cc3ccc4c(c3)CN(Cc3cccn3-c3ncccn3)CCO4)CC2)cc1 | -3.4%
COc1ccc(O[C@H]2C=C[C@@H](c3ccccc3)O[C@H]2CO/N=C2/[C@H]3O[C@@H]3[C@@H](O)[C@H]3[C@H]2CCn2c(=O)n(-c4ccccc4)c(=O)n23)cc1 | -7.0%
COCc1c(C(=O)NC2CCCC2)cnn1-c1nccc(-c2cc(C)sc2C)n1 | 4.9%
COc1cccc(CNC(=O)c2c(OC)cc(=O)n3c2CCN(C(=O)c2ccc(C)s2)CC3)c1 | -1.6%

4 structures already listed, sorted by molecular weight, falling.
SMILES | Glioma ERSR ind
Fc1ccc(N2CCN(Cc3ccc4c(c3)CN(Cc3cccn3-c3ncccn3)CCO4)CC2)cc1 | -3.4%
COc1cccc(CN2CCC3(CC2)c2ccccc2[C@@H](NC(=O)c2ccccc2OC)[C@@H]3O)c1 | -2.9%
CC(O)(COc1ccccc1)c1ccc2c(c1)CN(Cc1ccc3nsnc3c1)CCO2 (stereo not drawn) | -3.3%
COCc1c(C(=O)NC2CCCC2)cnn1-c1nccc(-c2cc(C)sc2C)n1 | 4.9%

(cont.)
SMILES | Glioma ERSR ind
CCOC(=O)[C@]1(C(/C=C/c2ccco2)NC(=O)OC)CCCC1=O (stereo partly drawn) | -4.4%
Cn1cccc1C(=O)N1CCC2(CCCN(c3ccccn3)C2)CC1 | -2.3%
CC(=O)OCCN1C(=O)c2c(C)nc3ccc(S(=O)(=O)N4CCOCC4)cc3c2C1=O | ?
O=C(O)[C@H]1CN[C@H](C(=O)O)C1 | -2.7%
CN1C(=O)C[C@H](C(=O)O)[C@@H]1c1cccnc1 | -3.6%
Cc1onc(-c2c(Cl)cccc2Cl)c1C(=O)N[C@H]1C(=O)N2[C@H]1SC(C)(C)[C@H]2C(=O)O | -3.2%
O=C1CCC(=O)N1CO | -2.3%
NS(=O)(=O)c1cc2c(cc1Cl)N[C@@H](C(Cl)Cl)NS2(=O)=O | -2.6%
C[C@H](NC(c1cccc2nc(O)c(O)nc12)P(=O)(O)O)c1ccc(Br)cc1 (stereo partly drawn) | -6.6%
NC(=O)c1ccc2[nH]ccc2c1 | 0.6%
COc1cccc(Cn2c(=O)c(C)nc3cnc(Nc4cccc(OC)c4)nc32)c1 | -3.6%
CCOC(=O)[C@H](N)/C=C(\C)CP(=O)(O)O | -3.5%
O=c1c(-c2ccc(Cl)cc2)nc2cncnc2n1Cc1ccccc1Cl | -3.5%
Cc1cccc(CNc2ccnc(-c3cccc(C#N)c3)n2)c1 | ?
C/C1=C2N=C(/C=C3N=C(/C(C)=C4\[N-][C@@H]([C@H](CC(N)=O)[C@]4(C)CCC(=O)NC[C@@H](C)OP(=O)([O-])O[C@@H]4[C@@H](O)[C@H](n5cnc6cc(C)c(C)cc65)O[C@@H]4CO)[C@@]4(C)N=C1[C@H](CCC(N)=O)[C@@]4(C)CC(N)=O)[C@H](CCC(N)=O)C\3(C)C)[C@@H](CCC(N)=O)[C@@]/2(C)CC(N)=O.[CH3-].[Co+3] | -11.5%
O=C(O)c1ccccc1Nc1cc(Cl)ccc1C(=O)O | -2.9%
N#CCCn1c(=O)c(-c2ccc(F)cc2)nc2cnc(N3CCNCC3)nc21 | -4.9%
CC(C)CN1CCCC2(CCN(C(=O)c3csnn3)CC2)C1 | -2.6%
C=C(C)C1COc2cc3oc(=O)ccc3cc2O1 (stereo not drawn) | -3.4%

Four entries from above, arranged by the number in Glioma ERSR ind, high to low.
SMILES | Glioma ERSR ind
CC(C)CN1CCCC2(CCN(C(=O)c3csnn3)CC2)C1 | -2.6%
Cc1onc(-c2c(Cl)cccc2Cl)c1C(=O)N[C@H]1C(=O)N2[C@H]1SC(C)(C)[C@H]2C(=O)O | -3.2%
O=c1c(-c2ccc(Cl)cc2)nc2cncnc2n1Cc1ccccc1Cl | -3.5%
C/C1=C2N=C(/C=C3N=C(/C(C)=C4\[N-][C@@H]([C@H](CC(N)=O)[C@]4(C)CCC(=O)NC[C@@H](C)OP(=O)([O-])O[C@@H]4[C@@H](O)[C@H](n5cnc6cc(C)c(C)cc65)O[C@@H]4CO)[C@@]4(C)N=C1[C@H](CCC(N)=O)[C@@]4(C)CC(N)=O)[C@H](CCC(N)=O)C\3(C)C)[C@@H](CCC(N)=O)[C@@]/2(C)CC(N)=O.[CH3-].[Co+3] | -11.5%

A stretch of the results above:
SMILES | Glioma ERSR ind
CC(C)CN1CCCC2(CCN(C(=O)c3csnn3)CC2)C1 | -2.6%
C=C(C)C1COc2cc3oc(=O)ccc3cc2O1 (stereo not drawn) | -3.4%
